Bioassay records from PubChem BioAssay.
TrxR1 substrate: rat thioredoxin reductase 1 substrate activity. 390,000 tested, 0.01% active. O89049. purified TrxR1 substrate turnover, NADPH consumption readout. Potency, µM (series often up to 114 µM), for the others: at the top dose activity change, negative = substrate turnover; note: potency is the fitted concentration of half-maximal effect; % is set by controls: 0 for no effect and ±100 for the full control effect; nearly all actives have a fitted effect of over 50% in size
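Rat TrxR1, dispensed at 90 nM, was prereduced with 400 uM NADPH (final) for 5 min at ~22 deg C, then incubated with compound 15 min before 400 uM selenite. A first-read NADPH fluorescence drop versus no-compound background flagged substrates.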
PI4K2A inh: PI4K2A (human) kinase inhibition. 420,000 tested, 0.13% active. purified PI4K2A, ADP-Glo luminescence, 1 h; stronger effect = lower value. AID 1346378. Q9BTU6. activity change, negative = inhibition, % at 76.9 µM; in the data active = activity change below about -50%; inconclusive = mostly about -30% to -49%;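 note: -100% = wells without enzyme as full effect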
Target sequence (Q9BTU6 whole entry, looked up): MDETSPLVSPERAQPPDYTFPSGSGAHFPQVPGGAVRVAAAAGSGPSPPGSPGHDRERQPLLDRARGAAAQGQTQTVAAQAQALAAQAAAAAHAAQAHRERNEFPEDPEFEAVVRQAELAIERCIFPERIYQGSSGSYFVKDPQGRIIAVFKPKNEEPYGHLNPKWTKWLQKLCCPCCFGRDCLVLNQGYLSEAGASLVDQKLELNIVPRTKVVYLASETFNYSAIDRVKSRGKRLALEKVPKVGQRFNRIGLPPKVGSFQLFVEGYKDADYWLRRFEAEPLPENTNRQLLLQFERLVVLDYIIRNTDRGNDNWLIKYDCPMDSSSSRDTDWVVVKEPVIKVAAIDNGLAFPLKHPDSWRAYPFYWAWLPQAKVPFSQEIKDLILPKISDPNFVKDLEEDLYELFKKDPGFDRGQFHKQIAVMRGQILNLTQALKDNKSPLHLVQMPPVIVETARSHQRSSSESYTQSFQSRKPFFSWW
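Compounds are screened against recombinant PI4K2A using PI as substrate and ATP, the latter dispensed at 300 microM. Reactions run one hour at ambient temperature before ADP-Glo detection; full inhibition defined by wells lacking enzyme.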
HP1b binding inh: inhibitors of HP1-beta chromodomain binding to methylated histone tails. P83916. AlphaScreen HP1-beta / biotin-H3K9me3 peptide binding. Potency, µM (doses to about 114 µM), for the others: at the top dose activity change, negative = inhibition, actives largely listed as inhibitors. 390,000 tested, 0.56% active. AID 540317; note: potency is the fitted concentration of half-maximal effect; nearly all actives have a fitted effect of over 70% in size; inactives centre near 23
Target sequence (P83916 whole entry, looked up): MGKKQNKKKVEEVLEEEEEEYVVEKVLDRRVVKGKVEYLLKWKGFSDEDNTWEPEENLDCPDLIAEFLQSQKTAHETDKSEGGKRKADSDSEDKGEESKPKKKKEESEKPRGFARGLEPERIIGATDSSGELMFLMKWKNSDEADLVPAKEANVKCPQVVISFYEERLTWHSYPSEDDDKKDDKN
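Compound inhibition of the preformed complex between 50 nM HP1-beta and 50 nM biotinylated H3K9me3 peptide was read by AlphaScreen. Buffer was PBS pH 7.4 with 0.01% Tween-20. Incubations ran 30 min at room temperature, with 10 ug/mL donor/acceptor beads.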
Pin1 inh: human Pin1 inhibition; Pin1 FP peptide displacement, HiFluor488, 10 min; Q13526; Potency, µM (titrated, usually from 115 µM), for the others: at the top dose activity, negative = inhibition, usual class: inhibitors; 390,000 tested, 0.009% active; active = well fitted inhibition curve with a large enough effect in the polarisation, with a control signal flat, not every such curve was filed as active; inconclusive = small, poorly fitted or top-dose-only effect, or effect the other way, or a change in a side signal; inactive = no such curve, though single readings can be large or run the other way; the % refers to the polarisation; note: potency is the fitted concentration of half-maximal effect; % is set by controls: 0 for no effect and ±100 for the full control effect
Target sequence (Q13526 whole entry, looked up): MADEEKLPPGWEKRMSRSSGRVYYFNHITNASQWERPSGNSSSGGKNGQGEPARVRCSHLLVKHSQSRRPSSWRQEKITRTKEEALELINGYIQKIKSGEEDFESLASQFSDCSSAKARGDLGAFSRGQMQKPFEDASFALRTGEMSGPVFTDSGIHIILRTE
GLS inhibitor: blocks human kidney-isoform glutaminase activity; O94925; GLS enzymatic activity, qHTS titration; Potency, µM (highest dose often 45.5 µM), inactives show at the top dose activity change, negative = inhibition, usual class: inhibitors; 410,000 tested, 0.21% active; AID 624170; note: potency is the fitted concentration of half-maximal effect; % is set by controls: 0 for no effect and ±100 for the full control effect
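Compounds were pin-transferred onto hKGA, after which L-glutamine (1 mM solution) and a detection mix of glutamate oxidase, HRP and Amplex Red were added. Initial and 30 min RT fluorescence reads were collected.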
PGK inhibitor: blocks T. brucei phosphoglycerate kinase; P07378; PGK/GAPDH coupled, Kinase-Glo luminescence, 60 min; Potency, µM (highest dose often 57.5 µM), for inactives: at the top dose activity change, negative = inhibition, most hits filed as inhibitors; 380,000 tested, 0.043% active; AID 602233; note: potency is the fitted concentration of half-maximal effect; % is set by controls: 0 for no effect and ±100 for the full control effect; nearly all actives have a fitted effect of over 60% in size
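Luminescent ATP detection (Kinase-Glo Plus) follows a 60-minute room-temperature incubation, with wells lacking PGK as controls. Buffer: 100 mM TEA (pH 7.6), 5 mM MgCl2, 0.01% Tween-20. Coupling enzyme GAPDH (100 nM final) supplies unstable 1,3-BPG in-well.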
IDH1 R132H inh: inhibitors of human mutant IDH1 R132H. O75874. IDH1-R132H enzyme, NADPH consumption, diaphorase/resazurin fluorescence. Potency, µM (top dose mostly 76.6 µM), for the others: top-dose activity change, negative = inhibition, hits mostly inhibitors. 390,000 tested, 0.093% active; note: potency is the fitted concentration of half-maximal effect; % is set by controls: 0 for no effect and ±100 for the full control effect; nearly all actives have a fitted effect of over 65% in size
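IDH1-R132H (0.5 ug/mL) preincubated 30 min with compound, then NADPH (0.016 mM) and alpha-KG (2 mM) added; 80 min at RT, pH 7.5. Remaining NADPH coupled via diaphorase/resazurin to fluorescence (540/590 nm); concentration-response curves normalized to no-enzyme control.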
rTrxR1 inhibitor: rat TrxR1 inhibition | O89049 | recombinant rTrxR1, NADPH fluorescence consumption, selenite substrate | Potency, µM (doses to about 114 µM), inactives show at the highest dose activity change, negative = inhibition, usual class: inhibitors | 390,000 tested, 1% active | AID 588453; note: potency is the fitted concentration of half-maximal effect; % is set by controls: 0 for no effect and ±100 for the full control effect; nearly all actives have a fitted effect of over 65% in size
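Rat TrxR1 (90 nM in the dispensed reagent) was pre-reduced with 400 uM NADPH for 5 min at room temperature, then incubated with compound for 15 min. After 400 uM selenite was added, NADPH fluorescence (Ex 340/Em 450 nm) was followed for 8 min.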
USP1 inh: inhibitors of human USP1/UAF1 deubiquitinase; O94782; recombinant USP1/UAF1, Ub-Rhodamine cleavage fluorescence; 390,000 tested, 0.23% active; Potency, µM (doses to about 57.1 µM), without a hit: at the highest dose activity change, negative = inhibition, actives largely listed as inhibitors; note: potency is the fitted concentration of half-maximal effect; % is set by controls: 0 for no effect and ±100 for the full control effect; nearly all actives have a fitted effect of over 60% in size; inactives centre near -12
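USP1/UAF1 complex (1 nM) preincubated 15 min at room temperature with compound, then Ub-Rho substrate (150 nM final) added. Kinetic fluorescence at 480/540 nm over 6 reads at 60 s intervals; 50 mM HEPES pH 7.8, 0.5 mM EDTA, 0.1 mg/ml BSA, 1 mM TCEP, 0.01% Tween-20.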
* hit, by the source's call; i = inactive; ? = inconclusive; nt = not tested or not shown; & = joins results of further samples; [ ] = another dose, or the depositor's remark. Unless noted, calls come from the whole dose curve; as a rule, active = well fitted curve in the direction sought with a large enough effect; inconclusive = small, poorly fitted or top-dose-only effect, or another doubt; inactive = no such curve, though single readings can be large; an effect the other way counts as inactive or inconclusive. An excerpt; rates above refer to the full screens.

SMILES | TrxR1 substrate | PI4K2A inh | HP1b binding inh | Pin1 inh | GLS inhibitor | PGK inhibitor | IDH1 R132H inh | rTrxR1 inhibitor | USP1 inh
Cc1ccc(NC(=O)CSc2ccc(C(N)=O)cc2[N+](=O)[O-])cc1 | -6% | 0 | 20% | 1% | 3% | 2% | -5% | -8% | -7%
COc1cc(CC(=O)N2CCN(S(=O)(=O)c3ccc(C(C)C)cc3)CC2)cc(OC)c1OC | nt | 9 | nt | nt | 0% | -1% | -1% | nt | ?
CCOC(=O)c1cc2c(C)n(-c3ccc(OCC)cc3)c(C)c2ccc1=O | -19% | 4 | ? | 1% | 4% | 0% | -7% | -29% | -16%
CC1(c2ccccc2)O[C@@H]2C[C@H]3[C@@H]4CCC5=CC(=O)C=C[C@]5(C)[C@@]4(F)[C@@H](O)C[C@]3(C)[C@]2(C(=O)CO)O1 (some centres not stated) | -8% | -1 | 6% | ? | 0% | -5% | 29µM* | 9% | -5%
COCCN=C1Sc2nc3cc4c(cc3cc2CN1CC1CCCO1)OCO4 (configuration not stated) | 2% | -1 | 36% | -1% | -4% | -1% | -10% | 43%[activator] | -15%
Cc1cccc(NS(=O)(=O)c2nnc(NC(=O)C3CCCCC3)s2)c1 | -6%[57.1 µM] | -1&-2 | 34%&-19% | 7%&-2% | 0%&-10% | -2%&-8% | 7%&7% | 18%[57.1 µM] | -21%&-3%
CCOc1ccccc1C(=O)Nc1cc(C(=O)NCCc2ccccc2)ccc1Cl | 11% | 2 | 27% | 1% | 7% | -8%[11.5 µM] | 0% | 35% | -30%
COc1ccc(CN2C(=O)CS/C2=N/N=C/c2ccccc2)cc1 | 3% | -3 | 41% | 2% | 5% | -9% | 3% | 35% | -20%
O=C(O)CCC(=O)CCC(=O)c1ccc(Cl)cc1 | 9%[57.1 µM] | 1 | 34% | -10% | -14% | nt | -6% | -19% | -12%
O=C(/C=C/c1ccco1)Nc1ccc(C(=O)N2CCOCC2)cc1 | -10% | 0 | -13% | 15% | 2% | 0% | 2% | 40µM* | -3%
CC(C)(C)OC(=O)NN1CC(=O)N2Cc3ccccc3C[C@@H]2C1=O | 9% | -8 | 46%[activator] | -6% | -4% | -9% | 3% | 16% | -15%
COc1ccccc1C(=O)NCCOc1ccc(C(C)(C)C)cc1 | 1% | 0 | 78%[activator] | -2% | -7% | i | 12% | 16% | ?
COc1cc(NC(=O)CCN2C(=O)NC3(CCCC3)C2=O)c(OC)cc1Cl | 3% | 1 | 21% | 0% | -5% | -5% | -8% | 26% | -23%
CCCC(=O)C1C(=O)CC(CC(C)SCC)CC1=O (configuration not stated) | 3%[57.1 µM] | -2 | 13% | -2% | 5% | nt | -3% | 14% | 7%
Cc1ccc(CCNc2ccc3ccccc3c2)cn1 | -2% | 13 | ? | -5% | -8% | 0% | 31%[activator] | -8% | -12%
Cc1ccc(OCC(=O)NNC(=O)Cn2c(=O)cnc3ccccc32)cc1 | 5% | -1 | 35% | 8% | 5% | i | -9% | 10%[57.1 µM] | -15%
CC(C)NC(=O)CCn1nc(-c2ccc(Cl)cc2)c2ccccc2c1=O | -5% | 7 | 12% | 0% | 4% | -5% | 0% | 12% | -12%
Cc1cccc(C(=O)c2ccccc2C(=O)O)c1O | 3% | 3 | 10% | 5% | 30% | -4%[11.5 µM] | 4% | 9% | -11%
COc1ccc(N2CCN(C(=O)c3sc4nc(-c5ccc(F)cc5)cn4c3C)CC2)cc1 | 18%[57.1 µM] | 0 | 62%[activator] | 5% | 1% | -9% | 0% | -2%[57.1 µM] | -10%
COn1c(C)c(C)c2c3nonc3ccc21 | -5%[57.1 µM] | 0 | 105%[activator] | -1% | -11% | -2% | 15% | -13%[57.1 µM] | ?
C=CCOn1c(=O)c(-c2ccc(Cl)cc2)[n+]([O-])c2ccccc21 | -1% | 4 | 27% | -7% | -4% | i | 9% | 11% | -21%
CCc1ccc(CNC(=O)CCCC(=O)n2nc(C)c3ccccc32)cc1 | 4% | -1 | 27% | 1% | 1% | 5% | -6% | 30% | -9%
CCOc1ccc(NC(=O)CSc2nnc3c(C)cc4ccccc4n23)cc1 | 13% | -13 | 66%[activator] | -2% | -4% | nt | nt | 30% | -18%
Cc1ccc(S(=O)(=O)c2nc(S(C)(=O)=O)sc2NCc2ccccc2)cc1 | -7% | -1 | 16% | 24% | 8% | -3% | 8% | 7% | -2%
COC(=O)CN(Cc1ccccc1)S(=O)(=O)c1ccc(OC)c(OC)c1 | 12% | -2 | 30% | -10% | 1% | 2% | 4% | 13% | -2%
More records
SMILES | TrxR1 substrate | PI4K2A inh | HP1b binding inh | Pin1 inh | GLS inhibitor | PGK inhibitor | IDH1 R132H inh | rTrxR1 inhibitor | USP1 inh
Cc1ccnc(NC(=O)C2CCN(S(=O)(=O)c3ccc4ccccc4c3)CC2)c1 | -3% | 4 | 5% | 1% | -3% | -6% | -2% | 14% | -12%
CN(C)CCCNC(=O)C[C@H]1C[C@H](C(=O)N2CCCCC2)[C@@]2(C)c3[nH]c4cc(-c5ccco5)ccc4c3CCN2C1=O | 41%[activator] | -1 | 3% | 8% | -1% | i | 2%[38.3 µM] | 7% | -21%
C/C(CC(=O)Nc1cccnc1)=N\NC(=O)C(=O)NC(C)C | 0% | 4 | 21% | 4% | -2% | i | 14% | -21% | -16%
Cc1ccc(CNC(=O)CN2C(=O)COc3ccc(S(=O)(=O)N4CCC(C)CC4)cc32)cc1 | -3% | 1 | 41%[activator] | -1% | 3% | -1% | 10% | -1% | -32%
Cc1ccccc1N(C(=O)c1ccccn1)C(C(=O)NCc1ccccc1)c1ccncc1 (configuration not stated) | -2%[57.1 µM] | -1 | 36%[activator] | -3% | -4% | 0% | -12% | -2%[57.1 µM] | 5%
CCCCn1cnc2c(SCc3ccc(Br)cc3)nc(N)nc21 | 7%[57.1 µM] | 1 | 17%[57 µM] | -4% | 4% | -3% | 4% | -2%[2.29 µM] | -6%
O=c1[nH][nH]c(=S)n1C1CCCCC1 | -6%[57.1 µM] | 0 | 3.5µM* | 3% | ? | i | 10% | -12%[57.1 µM] | -12%
COc1cc(OC)c(NC(=O)CN(C)S(=O)(=O)c2ccc(-c3ccc(=O)[nH]n3)s2)cc1Cl | 32%[activator] | -1 | 36%[activator] | 3% | 5% | -15% | 2% | 15% | -8%
Cc1cc(C)cc(-n2nnc3ccccc3c2=O)c1 | nt | 3 | nt | nt | -5% | -2% | 0% | nt | -7%
COc1ccc(OC)c(N=C(N)N=C(N)N)c1 | -3% | 1 | 26% | -19% | 13% | 2% | 0% | 15% | -4%
COc1ccc(C=O)cc1CN1C(=O)c2ccccc2C1=O | -7% | 1 | 18% | -7% | 7% | i | -6% | -4% | -5%
CC(C)N1CCc2c(sc(NC(=O)Cc3ccccc3)c2C#N)C1 | 3%[57.1 µM] | -1 | 25% | 16% | 16% | -7% | 0% | 6%[57.1 µM] | -5%
CCc1ccc(-c2csc3ncn(CC)c(=O)c23)cc1 | 1% | -3 | 12% | -5% | -2% | i | -4% | 18% | -22%
O=C(COC(=O)c1cc([N+](=O)[O-])ccc1N1CCOCC1)NC1CCS(=O)(=O)C1 (configuration not stated) | -16% | -2 | 35% | -1% | -4% | -3% | 4% | -19% | -21%
Cc1ccc(Nc2nc(N)c([N+](=O)[O-])c(N3CCC(C)CC3)n2)cc1C | 1% | 2 | ? | -3% | 1% | -11% | -7% | 3% | -15%
NC(=O)C1CCN(Cc2nc(-c3cccs3)no2)CC1 | -6% | 3 | 29% | -1% | -8% | -9% | 3% | 4%[57.1 µM] | -3%
CCCCNC(=O)Cn1c(SCc2ccccc2C)nc2ccncc21 | -8%[0.0914 µM] | nt | 19%[57 µM] | 0% | nt | nt | nt | -22% | nt
O=C(COc1ccc(Br)cc1Cl)NCCCN1CCOCC1 | -4% | -2 | 35% | -5% | -2% | i | 7% | -3% | -22%
Cc1ccc(Cn2c(S(=O)(=O)O)nc3ccccc32)cc1 | -5% | -9 | -9% | -7% | -4% | 11% | 11% | -1% | -13%
O=C(CNc1n[nH]c(=O)[nH]c1=O)N/N=C/c1ccccc1 | 0% | -3 | 4% | -3% | 0% | -9% | -2% | 2% | -7%
CCOc1ccc(C(=O)NCCN(C)C)cc1 | 5% | 5 | 9% | -5% | 1% | i | 11% | 8% | 4%
Cc1c(C(=O)NC(C)C2CC3CCC2C3)cccc1[N+](=O)[O-] (configuration not stated) | -1% | 3 | -12% | 5% | 0% | -4% | -3% | -1% | 0%
CCCn1c(SCC(=O)OCC)nc(C(F)(F)F)cc1=O | -22%[57.1 µM] | -8 | 47%[activator] | -1% | -8% | i | 14% | 13%[57.1 µM] | -7%
COCc1cc(C)nc(Nc2ccc(C)cc2C)c1C#N | 20% | 0 | 26% | -1% | 4% | 3% | 2% | 21% | -22%
Cc1cc(C(=O)NCc2ccc(Cl)cc2)n(-c2ccccc2)n1 | 0% | -7 | 25% | 1% | 7% | -1% | 0% | 19% | 6%
COc1ccc2c(c1)C(=O)N1[C@H]3c4cc(C)ccc4OC[C@@H]3[C@H](c3ccccc3)[C@]1(C)C(=O)N2 | 17%[57.1 µM] | -3 | 24% | 18% | 0% | -5% | 2% | 41%[activator][57.1 µM] | 6%
COc1ccc(NS(=O)(=O)c2ccc(-c3cnc(C4CC4)o3)cc2)cc1OC | 3% | -1 | 30% | 2% | 0% | -3% | 2% | 22% | -18%
